MmCpn inh: inhibitors of Methanococcus maripaludis chaperonin (MmCpn); hit rate 0.031% among 330,000; Potency, µM (series often up to 76.9 µM), inactives show top-dose activity, negative = inhibition, hits mostly inhibitors; purified Mm-Cpn ATPase, ADP Transcreener TR-FRET; AID 504842; further: potency means the concentration at half of the fitted maximal effect; on the % scale 0 is the no-effect control and ±100 the full control effect; nearly all actives have a fitted effect of over 80% in size
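ATPase turnover read by TR-FRET ADP competition (Eu cryptate antibody/ADP-d2, 665/590 nm): 10uM ATP final, 25nM Mm-CPN final, 30 min 37degC after 10-min compound preincubation, pH 7.4 Tris/KCl/MgCl2/DTT buffer.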
Nrf2 ARE act: activators of Nrf2 (ARE) signaling | Potency, µM (highest dose often 46.1 µM), for inactives: top-dose activation, most hits filed as activators | AID 624171 | AREc32 ARE-luciferase reporter (MCF7-derived line), luminescence, 24 h | hit rate 0.31% among 410,000; further: potency means the concentration at half of the fitted maximal effect; % of control where 0% means no effect; nearly all actives have a fitted effect of over 65% in size
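Reporter line AREc32 (ARE-Fluc), seeded overnight in OPTI-MEM with 5% FBS; compound pin-transferred, 24 hr at 37 deg C, 5% CO2; luminescent read-out.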
CCT chaperon mod: modulators of cytosolic chaperonin (CCT/TRiC) activity | hit rate 0.3% among 360,000 | activity change, % (concentration not given with the values), hits read low | purified chaperonin ATPase assay, HTRF ADP detection, 30 min; in the data active means activity change below about -30%; further: on the % scale 0 is the no-effect control and ±100 the full control effect
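Enzyme 40 or 20 nM (batch-dependent) in Tris pH 7.4/KCl/MgCl2/DTT; cpd 76 uM single point; ATP 10 uM; 30 min 37 °C; Transcreener ADP HTRF detection, 30 min RT; ratio 665/615.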
TGFb inhibitor: TGF-b pathway inhibition | AID 588855 | HepG2 CAGA-GFP TGF-b/SMAD3 reporter, GFP fluorescence, 18 h; TGF-beta stimulated, 500 pg/mL final | Potency, µM (top dose mostly 46.1 µM), for the others: at the top dose activity, negative = inhibition, hits mostly inhibitors | hit rate 1.2% among 410,000; further: potency means the concentration at half of the fitted maximal effect; on the % scale 0 is the no-effect control and ±100 the full control effect; nearly all actives have a fitted effect of over 65% in size
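First, reporter cells (HEPG2 CAGA-GFP) rested 2 h at 37 degrees C. Next, compounds were pinned in and TGF-beta added to 500 pg/mL final. After 18 h, GFP was imaged per cell and summed per well.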
A549 viability: counter-screen for Nrf2 inhibitors: cytotoxicity in A549 cells; Potency, µM (series often up to 46 µM), for inactives: top-dose activity change, negative = cytotoxicity, most hits filed as inhibitors; hit rate 0.16% among 390,000; AID 504648; A549 ARE-Fluc cells, CellTiter-Fluor viability, 18-24 h; further: potency means the concentration at half of the fitted maximal effect; on the % scale 0 is the no-effect control and ±100 the full control effect
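A549 ARE-Fluc cells in 5% FBS OPTI-MEM, 5000 cells/well, rested 2 h then exposed to compounds in concentration-response for 18-24 h at 37 °C. Viability by CellTiter-Fluor fluorescence (Ex 405/Em 525) after 30 min; luciferase luminescence (BugLite, 15 min, RT) read afterwards.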
pAkt inh: inhibitors of Akt phosphorylation | Neuro2A IGF-stimulated pAkt S473 HTRF, 20 min; active compounds read low | activity change, % for hits at 50 µM | hit rate 0.32% among 360,000 | AID 651550; in the data active means activity change below about -80%; inconclusive means mostly about -51% to -80%; further: on the % scale 0 is the no-effect control and ±100 the full control effect
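Single-point screen (50 µM final compound) in Neuro2A cells stimulated 20 min with 6 nM IGF at 37 deg C. After lysis, Ser473-phosphorylated Akt read by HTRF (ex 330 nm, em 615/665 nm) as the 665/615 ratio.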
Nrf2 inh: Nrf2 pathway inhibition; A549 ARE-Fluc reporter, luciferase luminescence, 18-24 h; Potency, µM (doses to about 46 µM), for the others: at the highest dose activity change, negative = inhibition, most hits filed as inhibitors; hit rate 2.1% among 360,000; further: potency means the concentration at half of the fitted maximal effect; on the % scale 0 is the no-effect control and ±100 the full control effect; nearly all actives have a fitted effect of over 60% in size
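In this cell-based qHTS, ARE-driven firefly luciferase in A549 cells reports Nrf2 activity; the luminescent signal after BugLite lysis is the measured value, with a prior CellTiter-Fluor read for cell health.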
S2 tox: cell viability loss in ATXN counter-screen; S2 cells (HEK-293 line with an ATXN2-luciferase reporter) viability, CellTiter-Fluor protease fluorescence, 24 h; Potency, µM (doses to about 56.7 µM), usual class: cytotoxic; hit rate 0.49% among 400,000; AID 651635; further: potency means the concentration at half of the fitted maximal effect; nearly all actives have a fitted effect of over 40% in size
HepG2 tox: HepG2 cytotoxicity, counter-screen for TGF-b inhibitors; HepG2 CAGA-GFP viability, ATP luminescence, 18 h; Potency, µM (top dose mostly 46.1 µM), for inactives: at the top dose activity change, negative = cytotoxicity, usual class: cytotoxic; hit rate 0.76% among 410,000; AID 588856; further: potency means the concentration at half of the fitted maximal effect; some results filed as inactive show a strong effect at the top dose
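HepG2 CAGA-GFP cells (1000/well, DMEM with 1% FBS) received compound, then TGF-beta at 500 pg/mL final, and were incubated 18 hours at 37 degrees C. Viability was read by CellTiter-Glo luminescence. Media-only wells were set as complete cell-killing and DMSO as no toxicity.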
The depositor's hits bear a star; i = inactive; ? = inconclusive; · = no result given; [ ] = remark or other dose. Unless noted, the call rests on the fitted dose curve; in most records, active means well fitted curve in the direction sought with a large enough effect; inconclusive means small, poorly fitted or top-dose-only effect, or another doubt; inactive means no such curve, though single readings can be large; an effect the other way counts as inactive or inconclusive. No enrichment for hits. Share with any hit: about 4.4%.

SMILES	MmCpn inh	Nrf2 ARE act	CCT chaperon mod	TGFb inhibitor	A549 viability	pAkt inh	Nrf2 inh	S2 tox	HepG2 tox
CCc1ccc(NC(=O)Cn2cc(S(=O)(=O)c3ccc(F)cc3)c(=O)c3cc(OC)ccc32)cc1	·	0.0%	·	-9.0%	2.2%	·	9.8%	i	4.7%
CCN(CC(=O)Nc1ccc(NC(C)=O)cc1)C(=O)c1ccc(=O)[nH]c1	1.1%	-0.4%	-2.0	-1.9%	-0.3%	i	1.4%	i	0.7%
CCOc1ccc(C(=O)Nc2cccc(SC)c2)cc1	2.5%	6.9%	-0.2	3.7%	-13.0%	i	-26.1%	i	-26.4%
O=C(NCC(=O)N(CCN1CCOCC1)C(C(=O)NC1CCCC1)c1cccs1)c1ccco1 (configuration not stated)	-0.6%	0.2%	-13.0	1.4%	-2.1%	i	-6.9%	i	-4.1%
Cc1ccc(C(=O)N/C(=C\c2cn(C)c3ccccc23)C(=O)OCCN(C)C)cc1	-1.3%	3.8%	-1.6	?	-4.4%	i	-2.5%	i	-17.0%
Cc1cc(F)ccc1-c1cc(C(=O)Nc2ccccc2)[nH]n1	·	-0.8%	-9.2	-1.3%	·	i	·	?	-44.6%
COCCn1cnnc1SCC(=O)Nc1ccc(N2CCCCC2)cc1	1.1%	2.4%	-1.9	?	-2.3%	i	1.5%	?	17.6%
CCOC(=O)c1cccc(NC(=O)Cn2c(=O)nc(-c3ccccc3)c3ccccc32)c1	·	0.5%	·	-3.9%	-5.6%	·	·	i	-0.4%
Cc1cc(C)c(S(=O)(=O)N2CCN(C(=O)c3ccc(-n4nc(C)c(Cl)c4C)cc3)CC2)c(C)c1	·	-0.5%	-0.8	?	-4.5%	i	2.4%	i	-7.5%
Cc1ccc(N2CCn3c2nc2c3c(=O)n(C/C=C/c3ccccc3)c(=O)n2C)cc1C	·	0.2%	·	-5.2%	7.0%	·	-5.1%	·	1.0%
CCCCOC(=O)CCc1c(C)[nH]c(=S)[nH]c1=O	-10.6%	0.3%	2.5	7.3%	2.4%	i	3.1%	i	-3.8%
COCCNc1nc2nonc2nc1N1CCC(N(C)C)C1 (configuration not stated)	1.0%	-0.2%	-2.3	0.5%	5.4%	i	11.6%	i	5.0%
COc1ccc(-n2nc([N+](=O)[O-])c(=NCCCN3CCCC3=O)n2O)cc1	-3.8%	0.4%	-1.3	?	-8.0%	i	6.7%	i	-10.4%
O=C(NC1CCCC1)c1cnc2n(c1=O)CCS2	0.4%	-0.4%	-1.6	2.1%	-10.7%	i	-13.8%	i	-19.7%
O=C(C1CCCCC1)N1C[C@H](O)[C@@H](n2cc(C3CC3)nn2)C[C@@H]1c1ccccc1	·	-0.8%	-2.9	17.7%	·	i	·	i	-5.2%
CCC[C@H]1NC(=O)[C@H](C)N(C)C(=O)C(C)(C)C(=O)C(C)NC(=O)[C@H](Cc2ccc(OC)cc2)N(C)C(=O)[C@H](C(C)C)N(C)C(=O)CNC(=O)[C@H](CC(C)C)N(C)C(=O)CNC(=O)[C@H]([C@@H](C)CC)OC(=O)[C@H]1C (some centres not stated)	0.4%	-1.5%	-0.9	1.12µM*	1.46µM*	i	1.03µM*	?	-7.3%
Cc1ccnc(N2CCC(C(=O)NNC(=O)c3ccccc3C)CC2)n1	-4.4%	0.2%	-1.8	17.4%	-0.4%	i	?	i	13.2%
COc1ccc(N2CC(C(=O)N3CCOCC3)CC2=O)cc1 (configuration not stated)	-0.1%	-0.5%	-3.8	-6.8%	-0.3%	i	11.2%	?	-3.2%
COc1cccc(CSc2nc3ccccc3[nH]2)c1	-1.9%	0.0%	-1.1	3.0%	0.3%	i	-20.1%	i	-17.0%
CC1=C(C(=O)N2CCOCC2)CC(CC(=O)NCC2CCCCC2)C(=O)N1CCCN1CCCC1=O (configuration not stated)	·	-0.8%	1.8	-3.1%	·	i	·	i	-17.0%
COc1ccc(CNC(=O)c2ccc[nH]2)cc1	-0.1%	-0.4%	-1.4	0.3%	1.7%	i	0.2%	i	-12.9%
Cc1ccc2nc(SCc3ccc([N+](=O)[O-])cc3)[nH]c2c1	0.9%	0.1%	0.9	-29.0%	4.8%	·	·	i	-7.1%
O=C(NCc1cccs1)c1ccc(N2CCCCC2)nc1	·	2.4%	0.3	-7.3%	-1.8%	i	2.5%	i	-10.0%
C=CCN(C(C)=O)C1CC(=O)N(c2ccc(OCCC)cc2)C1=O (configuration not stated)	1.3%	-0.3%	-1.1	10.0%	3.5%	i	·	i	-1.7%
O=C(CSc1ccc(Cl)cc1)Nn1cnnc1	1.2%	0.1%	2.0	-0.9%	9.2%	i	18.1%	i	-0.8%
The list continues.
SMILES	MmCpn inh	Nrf2 ARE act	CCT chaperon mod	TGFb inhibitor	A549 viability	pAkt inh	Nrf2 inh	S2 tox	HepG2 tox
COCc1cc(=O)n2[nH]c(N)nc2n1	-1.2%	-0.3%	-0.6	1.1%	-2.2%	i	4.2%	i	-0.4%
Cc1c2cnn(-c3ccccc3)c(=O)c2c(C)n1CC(=O)NCc1ccccc1Br	·	0.7%	·	·	6.3%	·	4.2%	·	-19.8%
Cc1cc(C(F)F)n2ncc(C(=O)NCc3ccccc3)c2n1	0.6%	0.3%	-2.6	0.0%	-0.2%	i	-5.8%	i	-7.7%
COC(=O)c1ccc(NC(=O)CN2CCN(CC#N)CC2)cc1	0.5%	0.4%	1.7	-9.8%	4.9%	i	19.7%	i	-55.8%
COc1ccccc1CNC(=O)Cn1c(-c2cccs2)cc2cc(F)ccc21	·	10.1%	·	14.7%	9.3%	·	15.8%	i	2.4%
COc1ccccc1NC(=O)c1c(NCc2sccc2C)sc2c1CCCCC2	·	28.5%	·	?	-23.7%	·	·	·	-17.3%
COc1cc(C(=O)n2nc(C)cc2C)cc(OC)c1OC	-1.7%	-0.9%	1.0	-6.2%	-4.8%	i	-2.8%	i	5.8%
Cn1c(SCC(=O)NC2CC2)nnc1-c1ccco1	-0.3%	0.4%	0.6	2.3%	0.3%	i	0.7%	i	3.7%
CC1CN(c2nc(Nc3ccccc3F)nc(N)c2[N+](=O)[O-])CC(C)O1 (configuration not stated)	-1.2%	6.8%	1.3	-5.7%	-3.8%	i	-6.0%	i	0.7%
Cc1ccc(N2N=C(c3ccc(F)cc3)CC2c2ccco2)cc1 (configuration not stated)	-0.9%	?	0.5	-21.6%	?	i	?	?	-24.6%
COc1ccc(OC)c(C2NC(=O)NC(C)=C2C(=O)Nc2ccc(C)cc2)c1 (configuration not stated)	-0.4%	0.5%	-0.5	-18.9%	-1.8%	i	1.8%	i	-12.3%
O=C(Nc1ccc(C(=O)NC2CCCCC2)cc1)c1cccnc1	2.1%	-0.5%	1.7	1.0%	2.7%	i	?	i	3.2%
Cc1cccc(CN2CCCC(C(=O)Nc3ccccc3Oc3cccnc3)C2)c1 (configuration not stated)	1.8%	0.1%	0.6	-25.7%	1.2%	i	-4.3%	i	-43.5%
COc1ccccc1NC(=O)COC(=O)c1cnc(C)cn1	-1.0%	1.2%	1.7	2.3%	-0.3%	i	1.9%	i	-5.9%
O=C(CNC(=O)c1ccc(F)cc1)Nc1ccccc1C(F)(F)F	0.4%	0.1%	-2.1	-11.7%	0.8%	i	1.8%	i	-36.8%
N/C(CS(=O)(=O)c1ccc(F)cc1)=N\O	-8.0%	-0.1%	0.5	12.2%	2.7%	i	18.1%	i	-0.6%
COc1cccc(/C=C2\SC(=S)N(C(Cc3ccccc3)C(=O)O)C2=O)c1 (configuration not stated)	1.3%	0.0%	-1.7	-20.4%	-17.1%	i	7.6%	i	-16.0%
Cc1noc(C)c1S(=O)(=O)N1CCCC(C(=O)NCCc2ccccc2)C1 (configuration not stated)	1.3%	-0.2%	-0.6	14.9%	-0.5%	i	-16.8%	i	1.4%
C=CCOc1c(CCC)cc(CCC)cc1C(N)=O	-1.8%	0.0%	-0.3	?	-1.9%	i	-26.3%	i	-24.6%
Cc1cc(C)c(NC(=O)COC(=O)c2cc([N+](=O)[O-])ccc2N2CCOCC2)c(C)c1	1.1%	3.1%	-3.3	5.2%	-2.9%	i	4.0%	i	2.4%
Cn1nc(C(C)(C)C)cc1NC(=O)C1(C)CCN1C(=O)c1ccccc1CCc1ccccc1 (configuration not stated)	·	-0.2%[9.22 µM]	-0.3	?	·	i	·	i	-15.0%
COc1ccc(NC(=O)CSc2nnc(-c3cccs3)n2N)cc1S(N)(=O)=O	0.7%	0.0%	-0.9	2.9%	5.1%	i	6.7%	i	1.8%
Cc1cccc(-c2noc(CCCC(=O)NC3CCCCC3)n2)c1	0.8%	0.3%	0.8	13.2%	-12.4%	i	?	i	-1.9%
CC(C)C1Cc2[nH]c(=S)[nH]c(=O)c2C(c2ccc(Cl)cc2)O1 (configuration not stated)	·	-0.2%	0.3	-3.3%	·	i	·	i	-10.4%
O=C(NCC1CCN(Cc2ccccc2Cl)CC1)c1cc2ccc3cccnc3c2[nH]1	·	12.1%	·	15.8µM*	-23.8%	·	?	·	15.8µM*
CSCCC(NC(=O)c1ccc(Cl)cc1)C(=O)OCC(C)=O (configuration not stated)	0.1%	-0.3%	2.0	5.7%	-1.3%	i	?	i	0.9%
O=C(Nc1nnc(C(F)(F)F)s1)c1ccc(Br)s1	-1.7%	4.4%	-2.3	?	-5.7%	i	?	i	6.3%
CC(C)C(Sc1nc(-c2ccccc2)cc(-c2ccccc2)c1C#N)C(=O)O (configuration not stated)	-24.0%	2.8%	0.2	?	0.2%	i	-29.7%	?	-25.0%
N#Cc1c(-c2ccc(F)cc2)c2c([nH]c1=O)-c1ccccc1OC2	0.8%	-2.5%	1.1	20.9%	3.8%	i	-12.8%	i	-6.4%

Assay outcomes deposited in PubChem BioAssay by National Center for Advancing Translational Sciences (NCATS).
